hDAT+cocaine: changed hDAT dopamine uptake under cocaine IC80, either direction, primary screen, cocaine antagonist project, cell-based, LLC-PK1 hDAT, [14C]-dopamine uptake, MLSMR. Sodium-dependent dopamine transporter (Homo sapiens), Q01959. LLC-PK1 hDAT cells, [14C]-dopamine uptake with cocaine IC80; actives deviate in either direction. B-score at 10 µM. 110,000 tested, 1.3% active;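 active = Z score or B-score, a plate-position-corrected score, falls beyond the plate's 99.7% confidence bounds, in either direction; inactive = both scores lie inside the 99.7% bounds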;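 also: scored against the spread of the other compound wells on the same plate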
VCAM1 TNFa inh: inhibitors of TNFa-induced VCAM1 expression, primary screen, imaging, HUVEC, TNFa stimulus, immunofluorescence | inhibition, % at 2 µM | AID 802, 2007 | 95,000 tested, 0.48% active | HUVEC TNFa-induced VCAM-1 immunofluorescence, high-content imaging;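 active = inhibition above the batch mean plus 3 SD, with images confirmed as a hit by eye, cut at about 37% in these data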;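 also: 0% = TNF-stimulated DMSO wells and 100% = unstimulated control wells; not every result past the cut was called active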
cytoskel mod: modifiers of F-actin cytoskeleton organization, primary screen, imaging, HUVEC, phalloidin staining, high-content imaging. 91,000 tested, 0.18% active. inhibition, % at 2 µM. HUVEC TNFa F-actin phalloidin imaging;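 active = inhibition above the batch mean plus 3 SD and confirmed as a hit by visual image inspection, cut at about 30% in these data, passing the limit was not always enough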; also: strong numbers were not always called active
Plk1 PBD FP: Plk1 polo box domain binding inhibitors, primary screen, biochemical, fluorescence polarization. inhibition, %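 (tested at about 20 µM)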. Serine/threonine-protein kinase PLK1 (Homo sapiens), P53350. Plk1 PBD phosphopeptide binding. 97,000 tested, 0.13% active; in the data active = inhibition above about 34%, passing the limit was not always enough
TNFa cytotox: cytotoxicity in TNFa-stimulated HUVEC, primary screen, cytotoxicity control for VCAM1 expression modulator project, imaging, Hoechst nuclei count; cell count reduction, % at 2 µM; AID 848, 2007; 93,000 tested, 0.17% active; HUVEC TNFalpha-stimulated, Hoechst cell count;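 active = cell count reduction exceeding the screen mean by over 5 SD, scaled to untreated wells per plate, cut at about 78% in these data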;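 also: cells counted after 24 h of TNF alpha exposure following the 1 h pretreatment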
PLK1 inh: human PLK1 kinase inhibitors, primary screen, biochemical, TR-FRET; Serine/threonine-protein kinase PLK1 (Homo sapiens), P53350; recombinant PLK1 kinase, TR-FRET peptide phosphorylation; inhibition, % at 10 µM; 97,000 tested, 0.53% active; AID 619, 2007;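 active = inhibition of 50% or more in the single-concentration screen; inactive = inhibition below 50%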;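 also: 0% = DMSO max control and 100% = H-89 dihydrochloride min control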
E coli WT exp: growth inhibitors of wild-type E. coli, primary screen, strain BW25113, expanded library, OD600 | 98,000 tested, 0.15% active | growth inhibition, % at 100 µM | OD600 absorbance | AID 710, 2007;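 active = growth inhibition above about 50% at one test dose, limit read from the data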;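 also: growth measured after 20 h incubation at 37 °C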
HUVEC tox IL1B: cytotoxicity in IL-1B stimulated HUVEC, primary screen, cytotoxicity control for IL-1B NFkB translocation project, imaging, Hoechst nuclear count, IL-1B stimulus. cell count reduction, % at 2 µM. HUVEC cell count loss. 94,000 tested, 0.41% active;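 active = cell count reduction more than 3 SD above the screen-wide mean, cut at about 70% in these data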;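 also: normalized per plate to untreated control cells as the no-loss baseline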
sEH inh: soluble epoxide hydrolase inhibitors, primary screen, biochemical, human sEH | recombinant human sEH enzymatic activity assay | inhibition, % at 2 µM | 91,000 tested, 0.34% active | AID 707, 2007; in the data active = inhibition above about 80%; also: values of inactives mirror those of a sister screen read the other way; many of its hits are not listed in these tables
Target sequence (P34913 whole entry, looked up): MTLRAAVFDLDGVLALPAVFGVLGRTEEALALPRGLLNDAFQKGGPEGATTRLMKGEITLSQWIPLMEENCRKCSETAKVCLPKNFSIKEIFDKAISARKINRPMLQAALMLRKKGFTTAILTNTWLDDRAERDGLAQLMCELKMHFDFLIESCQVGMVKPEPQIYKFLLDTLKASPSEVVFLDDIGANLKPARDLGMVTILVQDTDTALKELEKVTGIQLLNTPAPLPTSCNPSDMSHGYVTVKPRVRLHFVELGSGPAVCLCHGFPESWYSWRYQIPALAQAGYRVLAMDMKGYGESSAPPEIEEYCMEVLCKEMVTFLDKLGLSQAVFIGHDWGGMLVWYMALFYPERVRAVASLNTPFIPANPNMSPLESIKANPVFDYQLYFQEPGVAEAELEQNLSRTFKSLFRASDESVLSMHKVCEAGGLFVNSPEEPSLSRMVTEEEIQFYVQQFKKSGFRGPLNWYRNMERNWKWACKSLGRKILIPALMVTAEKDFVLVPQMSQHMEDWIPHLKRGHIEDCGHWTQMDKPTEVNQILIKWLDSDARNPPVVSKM
Numbers without * were called inactive; nt = not tested or not shown.

Results follow in this order: hDAT+cocaine | VCAM1 TNFa inh | cytoskel mod | Plk1 PBD FP | TNFa cytotox | PLK1 inh | E coli WT exp | HUVEC tox IL1B | sEH inh
1) CCOC(=O)C1CCCc2c1[nH]c1c(C(N)=O)cccc21 (stereo unspecified)
→ -0.2 | 12 | -1 | -25 | -5 | -2 | -3 | 12 | -14
2) Cc1cc(C)nc(SCC(=O)N/N=C\c2sccc2C)n1
→ -0.58 | 4 | -26 | -14 | 5 | 0 | -1 | -21 | -1
3) O=C(CSCc1ccc(Br)cc1)N1CCOCC1
→ -1.2 | 24 | -5 | 4 | 0 | 1 | -4 | -16 | 5
4) Cc1c(C(N)=O)sc2ncn(CC(=O)N3CCC(C)CC3)c(=O)c12
→ 0.11 | -4 | 0 | -12 | -9 | -1 | 1 | nt | 3
5) Cc1ccc(C)c(-n2c(SCC(=O)Nc3nnc(C)s3)nnc2-c2ccoc2C)c1
→ 0.58 | 13 | -24 | -9 | -6 | -8 | -12 | 21 | 6
6) COc1cccc(C2C(C#N)=C(N)Oc3cc(C)n(Cc4ccccn4)c(=O)c32)c1OC (stereo unspecified)
→ -0.036 | -7 | 11 | 21 | 6 | -5 | -4 | -1 | -10
7) O=c1c2ccccc2sn1-c1ccc(S(=O)(=O)N2CCCCC2)cc1
→ 0.19 | 1 | 26 | 8 | -26 | -17 | nt | -3 | 17
8) O=C(c1cn(-c2ccccc2)nc1-c1ccncc1)N1CCCCC1
→ 0.29 | -54 | -30 | 11 | nt | -5 | -5 | 92* | -2
9) CCOC(=O)c1cc(CC)sc1NC(=O)c1ccc2c(c1)OCCO2
→ -0.051 | 13 | -1 | 18 | -17 | -20 | -5 | 35 | -18
10) Cc1[nH]nc(SCC(=O)N2CCC(C)CC2)c1[N+](=O)[O-]
→ 0.11 | -5 | nt | -4 | -10 | -4 | 7 | -4 | -10
11) CC1CCCC(C)N1C(=O)CSCc1ccc(Cl)cc1 (stereo unspecified)
→ 1.3 | 23 | -2 | -6 | 4 | 2 | 9 | 2 | -1
12) COC(=O)c1sc2ccccc2c1-n1cccc1C(=O)C(=O)Nc1ccc(Cl)cc1
→ 0.034 | 11 | -3 | -12 | -8 | -14 | 1 | -15 | -1
13) Cc1ccc(S(=O)(=O)N/N=C\c2ccccc2OCc2ccccc2)cc1
→ 0.26 | 4 | 16 | -21 | -16 | -11 | -5 | -17 | 8
14) C[C@@]12CC(=O)NC1N(C(=O)c1cccc(C(F)(F)F)c1)C(c1ccccc1O)C2 (stereo partly specified)
→ 1.2 | 10 | 7 | 0 | -8 | 1 | 7 | -5 | -7
15) CCCCN(CC)C(=O)Cc1cn(C)c2ccccc12
→ 0.35 | 12 | nt | -1 | 4 | -1 | 8 | -12 | -28
16) CC1CN(S(=O)(=O)c2cccc3nsnc23)CC(C)O1 (stereo unspecified)
→ -0.31 | 3 | 19 | 3 | -16 | -9 | nt | -6 | -10
17) CCOC(=O)C1(CC)CC(CSc2nc3ccccc3[nH]2)OC1=O (stereo unspecified)
→ -0.2 | 3 | 37 | -6 | -27 | -4 | 9 | -5 | 4
18) Cc1oc(-c2ccccc2Cl)nc1CSCC(=O)O
→ -0.17 | 0 | 2 | 25 | -14 | -9 | -2 | -28 | 8
19) CC(C)(C)n1nnnc1C(c1cccs1)N1CCN(Cc2ccccc2)CC1 (stereo unspecified)
→ -0.34 | 9 | -1 | -16 | -15 | -2 | 7 | 6 | 5
20) COc1ccc(C(N)=O)cc1NC(=O)CC(O)(C(F)(F)F)C(F)(F)F
→ -1.7 | -9 | 12 | -16 | -20 | -15 | -1 | -17 | 7
21) CC1CC(C)CN(CCCNC(=O)c2csc3c2CCCC3)C1 (stereo unspecified)
→ -0.29 | 10 | 1 | -30 | 3 | -13 | 6 | 5 | -28
22) CCc1ccc2nc(SCC(=O)N3CCCCC3)c(C#N)cc2c1
→ -0.061 | -3 | 18 | -18 | -12 | -13 | nt | -5 | 4
23) Cn1cccc1C1Nc2ccccc2NC2=C1C(=O)CC(C)(C)C2 (stereo unspecified)
→ -0.17 | 9 | nt | -13 | -6 | 2 | -5 | -16 | 4
24) O=C(N1CCN(c2cccc(Cl)c2)CC1)C1(S(=O)(=O)c2ccc(Cl)cc2)CC1
→ 0.025 | 3 | 9 | 17 | -17 | -6 | -7 | 5 | 9
25) CCOC(=O)C(C)N1N=C(/C=C/c2ccc(OC)cc2)CCC1=O (stereo unspecified)
→ -0.23 | -6 | -6 | 9 | -22 | -10 | -3 | 18 | 9
26) O=C(Cn1c(C(=O)NCCCN2CCOCC2)cc2sccc21)c1ccccc1
→ 0.71 | 21 | 3 | -23 | -22 | -11 | 6 | -1 | 3
27) CCc1nn(CC(=O)O)c(=O)c2ccccc12
→ -0.43 | 18 | 20 | 22 | 48 | -12 | -6 | -2 | 3
28) CC1Cc2ccccc2N1C(=O)CSc1nnc2sc3ccccc3n12 (stereo unspecified)
→ -0.5 | 16 | -6 | 10 | -10 | -33 | -5 | 8 | 2
29) CCOc1ccc(OCC)c(NC(=O)CSc2nnc(-c3cccnc3)o2)c1
→ -0.013 | 12 | 9 | -28 | -7 | 7 | 2 | -4 | -4
30) CSc1ccc(S(=O)(=O)Nc2ccc(NC(C)=O)cc2)cc1
→ 0.18 | 9 | 4 | 17 | -18 | -12 | 6 | -9 | 11

Three compounds drawn at random from the list so far:
Results follow in this order: hDAT+cocaine | VCAM1 TNFa inh | cytoskel mod | Plk1 PBD FP | TNFa cytotox | PLK1 inh | E coli WT exp | HUVEC tox IL1B | sEH inh
23) Cn1cccc1C1Nc2ccccc2NC2=C1C(=O)CC(C)(C)C2 (stereo unspecified)
→ -0.17 | 9 | nt | -13 | -6 | 2 | -5 | -16 | 4
22) CCc1ccc2nc(SCC(=O)N3CCCCC3)c(C#N)cc2c1
→ -0.061 | -3 | 18 | -18 | -12 | -13 | nt | -5 | 4
30) CSc1ccc(S(=O)(=O)Nc2ccc(NC(C)=O)cc2)cc1
→ 0.18 | 9 | 4 | 17 | -18 | -12 | 6 | -9 | 11

(more compounds)
Results follow in this order: hDAT+cocaine | VCAM1 TNFa inh | cytoskel mod | Plk1 PBD FP | TNFa cytotox | PLK1 inh | E coli WT exp | HUVEC tox IL1B | sEH inh
31) CC(C)C(=O)NCCSc1c[nH]c2ccccc12
→ -0.56 | 16 | 2 | -18 | -10 | 3 | 0 | -52 | 41
32) O=C(c1cccn2c(=O)c3ccccc3nc12)N1CCN(c2ccccn2)CC1
→ -0.027 | -8 | -11 | 11 | -10 | -9 | -5 | -42 | -1
33) CC(=O)NC(=S)Nc1ccc(NC(=O)COc2ccc(Cl)cc2)cc1
→ -0.6 | -6 | -1 | -12 | -13 | -8 | 1 | 2 | 53
34) CCc1c(C)sc(NC(=O)CC#N)c1C#N
→ 0.15 | 17 | 12 | -12 | -8 | 7 | 6 | 1 | -3
35) CCOC(=O)N1CCC(NC(=O)c2cc(C(=O)Nc3ccc(OC)c(OC)c3)ccc2CO)CC1
→ -1.5 | -12 | -13 | -8 | -10 | -12 | -5 | -2 | -5
36) CCOC(=O)C1CCCN(Cc2nc(N)nc(Nc3ccc(C)cc3)n2)C1 (stereo unspecified)
→ 1.1 | 8 | 3 | 4 | -14 | -6 | -8 | -50 | -8
37) Cc1nc2ccc(NC(=O)N(C(C)C)C(C)C)cc2s1
→ 0.6 | 13 | 6 | -7 | -2 | -2 | -2 | 0 | -14
38) COC(=O)c1cc(NCc2ccc3c(c2)OCO3)ccc1N1CCOCC1
→ 1.5 | 16 | -23 | -5 | -12 | 0 | 2 | 8 | nt
39) COc1ccc(OCCCON2C(=O)c3ccccc3C2=O)cc1
→ 1.6 | -8 | -13 | 19 | -16 | -4 | 5 | 18 | -18
40) Cc1cc(NC(=O)c2cc(-c3ccco3)on2)no1
→ 0.18 | 12 | 34 | 2 | -15 | -14 | 3 | -7 | -17
41) C=CCOC(=O)COc1ccc2c(C)c(CC)c(=O)oc2c1
→ 0.47 | 12 | -11 | -14 | -4 | -10 | 1 | -17 | -1
42) O=C(O)/C=C/c1ccc2ccccc2n1
→ -1.2 | 3 | -5 | -9 | -6 | -10 | nt | 19 | 10
43) Cn1cccc1Cc1nnc(SCC(=O)Nc2ccc3c(c2)OCCO3)n1CCc1ccccc1
→ 2.5* | 11 | 8 | 17 | -21 | -5 | 0 | -23 | 12
44) COc1ccc(/C=N/NC(=O)CSc2nnc(CCCc3ccc(OC)c(C)c3)o2)cc1
→ 1.6 | 6 | -16 | -20 | -23 | -8 | -10 | 7 | 28
45) COc1c(C)cccc1C(=O)Nc1cc(Cl)ccc1N1CCOCC1
→ 0.84 | 2 | 7 | -4 | -2 | -12 | -7 | -10 | 8
46) Cc1cc(NS(=O)(=O)c2ccc(NC(=O)Nc3ccccc3)cc2)no1
→ -1.8 | 0 | 7 | -27 | -1 | 4 | 14 | -2 | nt
47) Oc1ccc(F)cc1-c1cc(-c2ccc3c(c2)OCCO3)n[nH]1
→ -0.69 | -2 | -6 | 22 | -10 | -5 | 7 | -12 | 4
48) Cc1nc2ccccc2c(=O)n1NC(=O)c1ccco1
→ -0.92 | 15 | 12 | -8 | -23 | -8 | nt | -23 | 0
49) Cc1oc(-c2ccccc2)[n+]([O-])c1C
→ 0.29 | 6 | -2 | 7 | 20 | -12 | 8 | -76 | -10
50) Cc1[nH]n2c(=O)cc(Cc3ccccc3)nc2c1C#N
→ 0.35 | 9 | -6 | 29 | -10 | -17 | 7 | -36 | 4
51) Cc1ccccc1CSc1nnc(-c2cccs2)n1Cc1ccco1
→ 0.3 | 15 | -2 | -10 | -16 | 0 | -7 | 5 | 1
52) O=C(CCSc1ccccc1)N1CCN(C(=O)c2ccco2)CC1
→ 0.03 | -2 | 5 | -15 | -3 | -14 | 2 | -42 | 8
53) CCOC(=O)c1nnc(-c2ccc(C)cc2)nc1Sc1cccc(Cl)c1
→ nt | 11 | 2 | 4 | -26 | -8 | -20 | 1 | -6
54) O=C(COc1ccccc1)N1CCN(C(=O)c2ccco2)CC1
→ 0.71 | 6 | 11 | 11 | -26 | -10 | 6 | 9 | -19
55) O=C(c1ccc(N2CCCCC2)c([N+](=O)[O-])c1)N1CCOCC1
→ -0.67 | -22 | -2 | -13 | -19 | -8 | 8 | -49 | -20
56) COc1ccc(-c2n[nH]c(=S)n2CC(C)C)cc1
→ 1.3 | -11 | -5 | -1 | -13 | -9 | 7 | -7 | 7
57) Cc1ccc(SCc2[nH]nc3c2C(C(C)C)C(C#N)=C(N)O3)cc1 (stereo unspecified)
→ -0.083 | 2 | -28 | -14 | 2 | 2 | 10 | -15 | 14
58) Cn1c(=O)c2c(nc(CN3CCOCC3)n2CC(=O)c2ccccc2)n(C)c1=O
→ -0.29 | -42 | 15 | -18 | nt | -17 | nt | -30 | 8
59) O=C(CSc1nc2nc(-c3cccs3)cc(C(F)(F)F)c2c(=O)[nH]1)NCc1ccco1
→ 0.57 | -40 | -7 | -5 | -59 | -3 | -13 | -19 | -1
60) CCCCS/C(N)=N/N=C/c1cc(C)ccc1O
→ -0.38 | 11 | 8 | 19 | -14 | -8 | -15 | -3 | -12
61) CSCCC(NC(=O)C1CCC(C)CC1)C(=O)O (stereo unspecified)
→ 0.1 | 15 | -5 | 10 | -11 | -17 | 0 | nt | nt
62) CCCCCOc1ccccc1C(=O)NCCC(=O)O
→ 1.4 | 12 | -7 | -11 | 14 | -11 | 1 | -13 | 0
63) COc1cc(C(=O)Nc2cc(C)c(OCC(=O)N3CCOCC3)c(C)c2)cc(OC)c1OC
→ 2.4 | -4 | -14 | 4 | -22 | 3 | 2 | -10 | 6
